Compound activity deposited in PubChem by National Center for Advancing Translational Sciences (NCATS).
KDM5B inhibitor: KDM5B demethylase inhibition; Q9UGL1; KDM5B demethylase, FDH-coupled NADH fluorescence (FDH is formaldehyde dehydrogenase); Potency, µM (highest dose often 57.7 µM), inactives show at the highest dose activity change, negative = inhibition, actives largely listed as inhibitors; 2.6% of 220,000 active; AID 1347165; active means well fitted inhibition curve with a large enough effect; inconclusive means small, poorly fitted or top-dose-only effect; inactive means no such curve, though single readings can be large or run the other way; further: 0% is about no effect; nearly all actives have a fitted effect of over 70% in size
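qHTS format, multiple compound concentrations. Buffer 50 mM HEPES pH 7.5/0.01% Tween-20; 200 nM KDM5BΔAP final; 10 min compound preincubation; substrate-mix levels 12.5 µM peptide, 25 µM α-KG, 0.25 mM NAD⁺; 30 min RT; ΔRFU.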
Active calls of the source: *; u = inconclusive; [ ] = another dose, or the depositor's remark. Potency means the concentration at half of the fitted maximal effect.

| SMILES | KDM5B inhibitor |
| --- | --- |
| CCSc1ccccc1C(=O)NC(C)(C)C | 8% |
| COc1ccc(NC(=O)c2c(NCc3cccs3)sc3c2CCC(C)C3)c(OC)c1 (centres undefined) | u |
| CCCCNc1nc2ccccc2nc1NS(=O)(=O)c1ccccc1 | u |
| O=c1n(CC2CC2)nc2n1CCN(C1CCCC1)CC2 | 10% |
| O=C1NCCC[C@@H]1NC(=O)[C@@H]1CN(C(=O)C2CCCCC2)CCN1C(=O)c1cccc(F)c1 | -1% |
| Cc1ccc(NC(=O)Cn2c(-c3ccc4c(c3)OCO4)cn(-c3ccccc3)c2=O)cc1 | 8% |
| COc1cccc([S+](=O)([O-])N2CC(Oc3ccc(F)cc3C)C2)c1 | 2% |
| Cc1ccc(S(=O)(=O)N(C)[C@H]2C[C@H]3c4cc(N5CCOCC5)ccc4CCN3C[C@H]2[C@H](C)O)cc1 | -7% |
| O=C(O)c1ccc2cc(-c3ccccc3)[nH]c2c1 | u |
| Cc1cc(=O)[nH]c(SCC(=O)N2CCN(S(=O)(=O)c3ccccc3)C2)n1 | 20% |
| COCC(=O)NC[C@@H]1C=C(C)[C@H](Cc2nc3ccccc3[nH]2)C[C@H]1C(C)C | 27%[86.2 µM] |
| Cc1cccc(C(=O)N2CCN(S(=O)(=O)N3CCCCCC3)CC2)c1 | 20% |
| COCc1cccc(-c2n[nH]c3c2CC(=O)N(CC2CC2)C3)c1 | -8%[86.2 µM] |
| COc1cncc(Nc2cnc3ccc(-c4cccc(CO)c4)nn23)c1 | -6%[86.2 µM] |
| O=C(c1ccc(F)cc1)N1CCN(c2ccc([N+](=O)[O-])cc2-n2cccc2)CC1 | -13% |
| COC(=O)c1ccc(N2C(=O)Cc3cc(OC)c(OC)cc3C2c2ccc(OC)cc2)cc1 (centres undefined) | 12% |
| CCN(CC)CCn1cnc(-c2ccccc2)c1-c1cnc(C)s1 | u |
| CCOc1ccc2nc(NC(=O)c3nc(SC)ncc3Cl)sc2c1 | -2% |
| Cc1c(C(=O)N2CCN(c3ccccc3O)CC2)oc2c1C(=O)CC(C)(C)C2 | -22% |
| CN(Cc1ccc(F)cc1F)S(=O)(=O)c1cccc2nsnc12 | 5% |
| COc1ccc(CNC(=O)Cn2c(C)cc3nc4n(c(=O)c32)CCCCC4)cc1 | -18% |
| CC(Sc1ccc(F)c(Cl)c1)C(=O)NC(C)(C)C (centres undefined) | 26% |
| Cc1nc(C)c(C(=O)NCCn2c(C)cnc2-c2cccnc2)s1 | u |
| CCN(CC1COc2ccccc2O1)C(=O)CSc1nnnn1C1CCCC1 (centres undefined) | -4% |
| CN(C)S(=O)(=O)c1ccccc1N=C=S | 21% |
| CCC(=O)N1CCc2ccc(OCc3nc(C(=O)NCCOC)co3)cc2C1c1ccc(C)cc1 (centres undefined) | -10% |
| Cc1cc(C(=O)O)c2c(=O)n(C)c(=O)n(C)c2n1 | -23% |
| COc1ccc(Cn2c(C3CCN(C(=O)Cc4ccc(C)cc4)CC3)n[nH]c2=O)cc1 | 30% |
| O=C(NCc1ccc2c(c1)OCO2)c1cnc2c(c1)N(C(=O)CCc1ccccc1)CCC2 | u |
| COCCNC(=O)C[C@@H]1O[C@H](CNC(=O)NC2CCCCC2)[C@@H](O)[C@H]1O | -16%[86.2 µM] |
| CCn1ccc(C(=O)N2CCC(N3C(=O)C(O)C34CCCCC4)CC2)n1 (centres undefined) | -10% |
| CN(C)S(=O)(=O)c1ccc(C(=O)NC2CC(=O)N(c3ccc4c(c3)OCCO4)C2)cc1 (centres undefined) | u |
| Cc1cc(=O)oc2cc(OC(C)C(=O)NC3(C#N)CCCCC3)ccc12 (centres undefined) | 397%[activator] |
| O=C(NCCc1cnc[nH]1)C1CC(=O)N(c2n[nH]c3cc(Br)ccc23)C1 (centres undefined) | -15% |
| O=C(c1ccccc1)N1CCN(C(=O)c2[nH]c3ccccc3c2Cl)CC1 | 9% |
| CCC1=C(C(=O)OC)C(c2ccccc2OC)N2C(CC(=O)N3CCCC3)=CSC2=N1 (centres undefined) | u |
| CC(=O)NCCNC(=O)Cc1c(C)[nH]c2ccc(F)cc12 | 8% |
| CN1CCC(C(=O)N2CCC3(CC2)CN(C(=O)c2ccc(Cl)cc2)CCO3)CC1 | 9%[115 µM] |
| CCC(O)Cn1nc(-c2ccco2)nc1-c1ccccc1-c1nn[nH]n1 (centres undefined) | -12% |
| Cc1ccc(-c2ccc3nnc(CNC(=O)c4ccc(Cl)cc4)n3n2)cc1 | u |
| Cc1ccc(OCCC2CCN(C(=O)c3cnccc3C)C2)cc1 (centres undefined) | -6% |
| O=C(Cc1ccc(Cl)cc1)N1C[C@@H](CO)[C@H](c2ccncc2)C1 | -4% |
| Cc1ccc(Sc2c(C(=O)NCc3cccc(F)c3)[nH]c3ccccc23)cc1 | 1% |
| COCCN1CCNc2cc(Nc3cccc(OC)c3)ncc2C1 | u |
| CCC(C)NC(=O)N1CCc2ccc(S(=O)(=O)Nc3nn[nH]n3)cc2C1 (centres undefined) | -7% |
| CCN(CC)c1nc2ccccc2nc1C(=O)Nc1ccc(OC)c(OC)c1 | -2% |
| COC(=O)CC(NC(=O)c1ccc2c(c1)OCCO2)c1ccc(F)cc1 (centres undefined) | 20% |
| Cc1nc2sc3c(c2c(-c2ccc(Cl)cc2)c1C(N)=O)CCC3 | 1% |
| CC(=O)NC[C@H]1OC[C@@H](N(Cc2cccc(C#N)c2)Cc2cccc(C#N)c2)[C@@H]1O | -12%[86.2 µM] |
| CC(=O)NC(CC(=O)Nc1ccc2c(c1)OCCO2)c1ccccc1 (centres undefined) | 0% |
| N#Cc1ccccc1CN1CCNc2nc(COc3cccc(N4CCOCC4)c3)n(Cc3ccccc3)c2C1=O | u |
| COc1ccc(OC)c(/C=C2\Oc3cc(OS(C)(=O)=O)ccc3C2=O)c1 | 3% |
| COCC(=O)Nc1nc2c(s1)C[C@]1(C)CC[C@@H]3[C@H](OC(=O)[C@H]3C)[C@H]1[C@@H]2C | 4%[86.2 µM] |
| O=C(NCc1ccccc1)c1ccc(-c2cccc3c2CCNC3)o1 | u |
| Cc1ccc(S(=O)(=O)N2CCCC(Cn3c(C)nc4cccnc43)C2)c(C)c1 (centres undefined) | -19% |
| Brc1ccc(-c2csc3ncnc(Sc4nnc(C5CC5)o4)c23)cc1 | -3% |
| CCCCCCCC/C=N/NC(=O)c1ccc(C(C)(C)C)cc1 | -5% |
| CC1(C)CCCC(C)(C#CCN(Cc2ccccc2)Cc2ccccc2)O1 (centres undefined) | 1% |
| COc1ccc2c(c1)cc(C(=O)NCc1ccc(C)cc1)n2C | 3% |
| Cc1c2cnn(CC(=O)N3CCN(c4ccccc4)CC3)c(=O)c2c(C)n1Cc1ccc(F)cc1 | 5% |

Six compounds from above, arranged by formula weight, descending:
| SMILES | KDM5B inhibitor |
| --- | --- |
| Cc1c2cnn(CC(=O)N3CCN(c4ccccc4)CC3)c(=O)c2c(C)n1Cc1ccc(F)cc1 | 5% |
| CC(=O)NC[C@H]1OC[C@@H](N(Cc2cccc(C#N)c2)Cc2cccc(C#N)c2)[C@@H]1O | -12%[86.2 µM] |
| COCC(=O)Nc1nc2c(s1)C[C@]1(C)CC[C@@H]3[C@H](OC(=O)[C@H]3C)[C@H]1[C@@H]2C | 4%[86.2 µM] |
| O=C(NCc1ccccc1)c1ccc(-c2cccc3c2CCNC3)o1 | u |
| CCCCCCCC/C=N/NC(=O)c1ccc(C(C)(C)C)cc1 | -5% |
| COc1ccc2c(c1)cc(C(=O)NCc1ccc(C)cc1)n2C | 3% |

Continued:
| SMILES | KDM5B inhibitor |
| --- | --- |
| O=c1c2nc(-c3ccsc3)ccc2ncn1-c1ccc(F)cc1F | 35µM* |
| COC(=O)c1c(C)[nH]c(C(=O)N2CCCC2c2ccc3c(c2)OCCO3)c1C (centres undefined) | 6% |
| Cc1noc(C)c1S(=O)(=O)N1CCC(N2CCCC2=O)CC1 | -16%[86.2 µM] |
| CC(=O)NC(=S)NNC(=O)c1ccc(C(C)(C)C)cc1 | u |
| CCCCc1ccc(NC(=O)CSc2nc3ncccc3[nH]2)cc1 | -1% |
| CCOC(=O)c1c(NC(=O)CCCOc2ccc(C(C)(C)C)cc2)sc2c1CCCC2 | -16% |
| CC1CCCN(C(=O)Cn2c(=O)oc3cc(S(=O)(=O)N4CCCCC4)ccc32)C1 (centres undefined) | 6% |
| Cc1cc(C)n2c(Nc3c(C)cccc3C)c(-c3ccsc3)nc2n1 | u |
| Cc1ccc(SCC(=O)c2ccc(Cl)cc2)cc1 | -1% |
| COc1ccc(CNc2cc(Cl)nc3ccnn23)cc1 | 5%[86.2 µM] |
| O=C(NC1CCCC1)C1c2ccccc2CC(=O)N1Cc1ccccc1 (centres undefined) | 22% |
| O=C(CNS(=O)(=O)c1ccc(Br)cc1)NCc1cccnc1 | -10% |

The listing continues.
SMILES | KDM5B inhibitor
CCOc1cccc(CC(=O)NCc2ccc3c(c2)CCN3C(=O)c2ccc(F)cc2)c1OCC | -1%
CC(C)c1ccccc1NC(=O)Cn1cccc1-c1nc(-c2ccc(F)cc2)no1 | 15%
Cc1ccccc1NC(=O)N1CCC(CCNC(=O)C2CCC2)CC1 | 21%
Cc1nc2c(c(=O)n1C)CN(C(=O)[C@H]1CNC[C@H](C(=O)N3CCCC3)C1)C2 | 87%[activator]
COc1ccc(CNc2ccc(C(=O)O)cc2C)c(OC)c1 | -18%
COc1ccc(C2Cn3nnc(C(=O)N4CCN(C(=O)c5cccs5)CC4)c3CO2)cc1 (centres undefined) | -25%
CCc1ccc(NC(=O)N2CCc3c(c4ccccc4n3C)C2)cc1 | 28µM*
COc1ccc(NC(=O)Cc2cc(Cl)c3c(c2)OCCO3)cc1S(=O)(=O)N(C)C | 10%
CCCn1ccc2oc(C)c(C(=O)NCc3ccccc3)c2c1=O | u
Cc1ccc(C)c(NC(=O)CN(C)S(=O)(=O)c2cccc3nsnc23)c1 | u
O=C([C@@H]1C[C@H](Oc2ccccc2)CN1C(=O)c1cc2ccccc2[nH]1)N1CCOCC1 | u
CC(=O)N1CCN([C@H]2[C@@H]3OC[C@@H](O3)[C@@H](NC(=O)Nc3ccccc3)[C@@H]2O)CC1 | -12%[86.2 µM]
CCc1cccc(NC(=O)CSc2ncc(-c3ccc(F)cc3)o2)c1 | 9%
COc1cc2c(cc1OC)-c1nnc(C(F)(F)F)n1C(C)(C)C2 | 20%
COCCNC(=O)/C(C#N)=C\c1cccc(C(F)(F)F)c1 | 23%
Cc1ccc(CNC(=O)CCN2C(=O)COc3ccc(C)cc32)cc1 | 3%
COc1ccc(C(C)(C)C)cc1NC(=O)CCN1C(=O)C2CCCCC2C1=O (centres undefined) | u
CC(C)NC(=O)C1CCC(Cn2c(=O)c3sccc3n(CC(=O)N3CCCC3)c2=O)CC1 (centres undefined) | 2%
CCc1cccc(Nc2nc(N)c(C(=O)c3ccccc3)s2)c1 | -13%
COCc1nc2oc3ccc(F)cc3c(=O)c2cc1C(=O)OC | -3%
Cc1ccc(-c2cc(C(=O)NCC3CCCO3)c3ccccc3n2)c(C)c1 (centres undefined) | u
Cc1ccc2c(c1)c(=O)c1ccccc1n2CCCC(=O)Nc1ccc(Cl)c(Cl)c1 | u
CC1CCN(S(=O)(=O)N2CCC(C(=O)c3ccc4c(c3)OCCO4)CC2)CC1 | 14%
COCCNC(=O)C[C@@H]1O[C@H](CNC(=O)c2ccc(N(C)C)cc2)[C@@H](O)[C@H]1O | 1%[86.2 µM]
Cc1[nH]cnc1CN1CC[C@H](N2CCN(C)CC2)[C@H](CCC(=O)O)C1 | u
CC(C)(C)c1ccc(C(=O)Nc2ccc(S(=O)(=O)Nc3cnc4ccccc4n3)cc2)cc1 | 7%
O=C1Nc2ccccc2CC12CCCCN2Cc1ccc(F)cc1 (centres undefined) | -12%[86.2 µM]
COc1ccc(-c2cc(N3CCCN(C(=O)C(C)c4ccccc4)CC3)n[nH]2)cc1 (centres undefined) | u
O=C(NCc1ncc(-c2ccccc2)o1)C1CCCCC1 | -12%
CCOC(=O)c1cc2c(C)cc(C)cc2[nH]1 | u
CC(=O)Nc1ccc(NC(=O)NC(C)c2cccc(Cl)c2)cc1 (centres undefined) | 4%
O=C1NCCCCCCN(C(=O)Cc2ccccc2)[C@@H]2C[C@@H](c3nc(-c4cccnc4)no3)C[C@H]12 | 7%
CCOC(=O)c1ccccc1NC(=O)CN1CCCN(Cc2cccc(Cl)c2)S1(=O)=O | u
CC(=O)NNC(N)=S | 9%
CN(C)C[C@@H]1CN(S(C)(=O)=O)C[C@H]1NC(=O)c1cc2ccccc2[nH]1 | 32µM*
COc1ccc2[nH]c(C[C@@H]3C[C@@H](C(C)C)[C@H](CN(Cc4ccccn4)Cc4ccccn4)C=C3C)nc2n1 | -2%
O=C(c1cccs1)N1CCC2(CCCN(CCC3CCCCC3)C2=O)C1 (centres undefined) | -11%
CC(C)N1C[C@@H]2OCC(=O)N(CC3CCCCC3)[C@@H]2C1 | u
COC(=O)N(C)C1CCCc2ccccc21 (centres undefined) | u
Cc1cccc(N2CCN(c3ncnc4onc(C)c34)CC2C)c1 (centres undefined) | u
CC(C)(C)C(=O)N1CC[C@@H](CC(=O)O)[C@@H](CC2=NCCc3ccc(C(C)(C)C)cc32)C1 | -14%[86.2 µM]
O=C(Cc1cccs1)N1CCCC(CN2CCOCC2)CC1 (centres undefined) | -21%
CN(C(=O)c1cccc(OC(F)F)c1)C1CCCCC1 | 10%
CCc1ccc(CN2CCC(C(=O)Nc3ccc(Oc4cccnc4)cc3)CC2)o1 | 25%
COc1ccc(CCN2C(=O)O[C@@H]3CN(C(=O)NCc4ccccc4)C[C@@H]32)cc1 | -9%
COC(=O)CC1Oc2ccc(Cl)cc2-n2cc(-c3ccccc3)nc21 (centres undefined) | u
COc1ccc(C2(C(=O)N3CC4CC(C3)[C@H]3CCCC(=O)N3C4)CCCCC2)cc1 (some centres undefined) | -4%

Some of the compounds tested, so the mix of outcomes need not match the whole.
